SR-BI uptake up = activators of SR-BI mediated DiI-HDL uptake, primary screen, ldlA[mSR-BI] CHO cells, DiI fluorescence | 320,000 tested, 0.096% active | 3 h; 100 = double the neutral-control signal | activation, % at 12.5 µM | AID 504775, 2011;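 active = mean replicate activation of at least 60% and every replicate at or above 60%; inconclusive = mean or all-replicate condition met, but not both; inactive = mean below 60% and not all replicates reaching 60%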;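 also: 0% = median plate neutral-control signal and 100% = twice that signal; values of inactives mirror those of a sister screen read the other way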
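System: LDL receptor-deficient CHO ldlA cells overexpressing murine SR-BI | Timing: 3 h uptake period with compound, 37 °C | Medium: HEPES-buffered (25 mM, pH 7.4) F12 plus 0.5% BSA | Dosing: Single-point compound dose | Signal: Bottom-read fluorescence, 550/595 nm | Read-out: Retained DiI signal reflecting DiI-HDL uptake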
SR-BI HDL uptake = inhibitors of SR-BI mediated HDL lipid uptake, primary screen, ldlA[mSR-BI] cells, fluorescence, single point | 320,000 tested, 0.96% active | Scavenger receptor class B member 1 (Mus musculus), Q61009 | ldlA[mSR-BI] CHO cells, DiI-HDL uptake fluorescence, 3 h | AID 488896, 2010 | inhibition, % at 12.5 µM;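 active = mean replicate inhibition of at least 70% and a set share of replicates each scoring 70 or more; inconclusive = meets just one of the two criteria; inactive = fails both criteria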;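 also: 0% = median of neutral control wells and 100% = median of positive control wells; values of inactives mirror those of a sister screen read the other way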
CDK5 p35 inh = inhibitors of human CDK5/p35 kinase, primary screen, biochemical, single concentration; Recombinant CDK5/p35, ADP-Glo luminescence, 60 min; Cyclin-dependent kinase 5 (Homo sapiens) + Cyclin-dependent kinase 5 activator 1 (Homo …; 330,000 tested, 0.01% active; AID 488839, 2010; inhibition, % at 10 µM;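 active = highest replicate inhibition of at least 50% and at least 75% of replicates reaching 50%; inconclusive = only one of the two criteria met; inactive = both criteria failed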;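 also: plate controls were DMSO neutral control for no effect and GW8510 at 10 µM for full effect; many of its hits are not listed in these tables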
Wnt bcat act = Wnt/beta-catenin pathway activators, primary screen, cell-based, plate reader, single point; AID 743398, 2014; activation, % at 9.35 µM; 300,000 tested, 1.2% active; Wnt/beta-catenin reporter cell assay, activator; in the data active = activation above about 30%, passing the limit was not always enough; inconclusive = no clear call, values can overlap the other calls;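 also: 0% = neutral control wells and 100% = positive control wells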
MITF TRPM1 HTS = activators of MITF-driven TRPM1 promoter reporter, primary screen, cell-based, SK-MEL-5, luciferase, single point. SK-MEL-5 TRPM1-promoter luciferase, 24 h; % of positive control, neutral wells = 0. activation, % at 12.5 µM. 300,000 tested, 0.75% active;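 active = mean activation of at least 80% with every replicate also reaching 80%; inconclusive = mean reaches 80% but some replicate falls short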;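 also: 0% = neutral control wells and 100% = parthenolide positive control wells; values of inactives mirror those of a sister screen read the other way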
PvdQ inh = P. aeruginosa PvdQ acylase inhibitors, primary screen, biochemical, fluorescence, plate reader and imaging, single point. purified PvdQ acylase. inhibition, % at 10 µM. 340,000 tested, 0.063% active; in the data active = inhibition above about 30%, passing the limit was not always enough; inconclusive = no clear call, values can overlap the other calls;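 also: 0% = vehicle neutral wells and 100% = reference inhibitor wells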
Rtt109 Vps75 = inhibitors of C. albicans Rtt109/Vps75 HAT, primary screen, biochemical, ThioGlo CoA-SH fluorescence, plate reader; inhibition, % at 34.9 µM; purified Rtt109/Vps75, 4 h; Histone acetyltransferase RTT109 (Candida albicans (strain SC5314 / ATCC MYA-2876)), …; 330,000 tested, 0.16% active;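 active = inhibition of at least 50% in every replicate; inconclusive = best replicate reaches 50% inhibition but some replicates fall short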
Target sequence (Q5AAJ8 whole entry, looked up): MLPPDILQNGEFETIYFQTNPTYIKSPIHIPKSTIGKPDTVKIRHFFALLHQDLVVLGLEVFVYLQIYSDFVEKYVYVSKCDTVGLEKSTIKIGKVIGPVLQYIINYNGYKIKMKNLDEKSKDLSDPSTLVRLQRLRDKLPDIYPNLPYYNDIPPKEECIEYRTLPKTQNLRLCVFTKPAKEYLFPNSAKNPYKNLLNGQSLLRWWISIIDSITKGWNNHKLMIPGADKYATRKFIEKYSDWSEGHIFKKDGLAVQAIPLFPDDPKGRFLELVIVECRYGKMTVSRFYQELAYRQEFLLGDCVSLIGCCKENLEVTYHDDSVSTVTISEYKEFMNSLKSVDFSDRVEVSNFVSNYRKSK
HTR5A ag ctr = HTR5A agonists in luminescence cell assay, primary screen, counter-screen for OPRM1-OPRD1 heterodimer agonist project, full-deck HTS; 5-hydroxytryptamine receptor 5A (Homo sapiens), P47898; cell-based; activation, % at 9.3 µM; 340,000 tested, 0.61% active; in the data active = activation mostly above about 9.5%, no sharp cut-off; inactive = mostly below about 7.6%;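 also: 0% = cells with vehicle only and 100% = reference agonist; strong numbers were not always called active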
Target sequence (P47898 whole entry, looked up): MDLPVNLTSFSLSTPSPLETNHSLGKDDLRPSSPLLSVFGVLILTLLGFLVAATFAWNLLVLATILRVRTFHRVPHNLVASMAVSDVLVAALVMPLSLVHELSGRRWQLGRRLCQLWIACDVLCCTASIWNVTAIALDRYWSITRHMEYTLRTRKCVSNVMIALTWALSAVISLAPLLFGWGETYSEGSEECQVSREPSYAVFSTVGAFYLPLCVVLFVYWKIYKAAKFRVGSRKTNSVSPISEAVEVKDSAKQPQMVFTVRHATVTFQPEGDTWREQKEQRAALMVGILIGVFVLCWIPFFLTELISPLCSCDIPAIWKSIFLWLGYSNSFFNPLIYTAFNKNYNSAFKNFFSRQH
cardiac RTF act = cardiac RTF calcium sensitivity activators, primary screen, biochemical, IANBD-TnC fluorescence, EC20 calcium; IANBD-labeled TnC RTF fluorescence at EC20 calcium; 0% EC20 calcium, 100% full calcium; 340,000 tested, 0.24% active; Troponin I, cardiac muscle (Homo sapiens) + Troponin T, cardiac muscle (Homo sapiens) + …; activation, % at 7.2 µM;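 active = activation above the mean over all tested compounds plus 3 SD, cut at about 30% in these data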;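 also: rise in fluorescence read as greater calcium sensitivity of cardiac thin filaments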
dFosB activator = activators of delta FosB homodimer, primary screen, biochemical, fluorescence polarization, TAMRA-CDK5 oligo, single point. 340,000 tested, 0.99% active. purified delta FosB; percent of positive-control signal above neutral wells. Protein FosB (Mus musculus), P13346. activation, % at 25 µM;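 active = mean activation above about 17%, with every replicate also reaching it, limit read from the data, passing the limit was not always enough; inconclusive = only one of the two conditions met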;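 also: fluorescence polarization rise as delta FosB binds a TAMRA Cdk5 AP-1 oligo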
Target sequence (P13346 whole entry, looked up): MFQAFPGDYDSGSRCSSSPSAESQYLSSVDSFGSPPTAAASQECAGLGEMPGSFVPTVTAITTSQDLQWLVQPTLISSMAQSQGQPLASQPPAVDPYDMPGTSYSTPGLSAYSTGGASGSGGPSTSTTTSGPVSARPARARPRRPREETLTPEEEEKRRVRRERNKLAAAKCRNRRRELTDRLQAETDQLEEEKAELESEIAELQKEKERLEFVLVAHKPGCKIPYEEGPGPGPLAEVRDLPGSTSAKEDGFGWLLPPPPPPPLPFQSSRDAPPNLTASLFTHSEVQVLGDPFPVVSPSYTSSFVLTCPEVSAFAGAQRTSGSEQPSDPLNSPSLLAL
* hit, by the source's call; ? = inconclusive; . = no result given; & = joins results of further samples. Outcome played no part in choosing rows. About 4.4% of those tested had a hit in this group.

SMILES,SR-BI uptake up,SR-BI HDL uptake,CDK5 p35 inh,Wnt bcat act,MITF TRPM1 HTS,PvdQ inh,Rtt109 Vps75,HTR5A ag ctr,cardiac RTF act,dFosB activator
CC(C)n1c(SCC(=O)Nc2nc3c(s2)CCCC3)nc2c1c(=O)n(C)c(=O)n2C,-47,47,-0.9,3,-10,-6,14,2,-9,-2
Cc1sc2nc(SCC(N)=O)n(-c3ccccc3)c(=O)c2c1C,37,-37,0.6,-1,1,-9,17,9,0,10
O=S1(=O)c2cccc3cccc(c23)N1Cc1nnc(-c2ccccc2Br)o1,13,-13,3.1,-2&-3,-5,-12,5,2,2,-16
CN(CCOc1ccc(Cl)cc1)C(=O)c1cc(S(=O)(=O)N2CCOCC2)ccc1N1CCCC1,-1,1,-1.9,4,-2,-7,18,-6,-2,-5
Cc1nc(NC(=O)/C=C/c2ccccc2)sc1C(=O)Nc1ccccc1Cl,-21,21,0.6,.,.,-4,-12,-2,-1,39*
CC(=O)Nc1ccc(NC(=O)c2c([N+](=O)[O-])cnn2C)cc1,5,-5,-0.5,0,9,-22,-2,7,7,-1
O=C(Nc1cc(C(F)(F)F)ccc1N1CCCC1)C1=COCCO1,-1,1,-0.3,-3,7,-11,2,1,-8,-7
Cn1nc(NC(=O)C(F)(F)F)c2ncc(-c3ccc(Cl)cc3)nc21,-18,18,-0.8,18,25,-12,.,-3,3,8
CCN(CC(=O)NCc1ccc(Cl)cc1)C(=O)c1cccc(S(=O)(=O)Nc2ccc(OC)cc2)c1,-29,29,0.5,-1,-6,-3,-7,-1,-2,-9
CCN(CC(=O)Nc1ccc(NC(C)=O)cc1)C(=O)/C=C/c1ccc(C)o1,-4,4,0.5,-3,6,-6,4,-2,2,-12
CN(C)S(=O)(=O)c1ccc(C(=O)NCC(=O)N/N=C/c2ccccc2)cc1,-12,12,-0.7,-10,1,-4,.,-3,1,-5
CCOc1ccccc1C(=O)NC1CCNCC1,-2,2,2.1,-1,.,8,5,2,-6,-5
O=C(CCl)N1CCN(S(=O)(=O)Cc2ccccc2)CC1,9,-9,-6.8,-2,-47,-23,-17,11,1,-7
O=C(CCNC(=O)c1ccccc1Cl)NC1=NCCS1,31,-31,-0.5,0,-3,-6,-11,-5,1,8
O=S(=O)(c1ccccc1)n1ccc(-c2cnc(-c3ccccc3)s2)n1,19,-19,-0.3,45*,98*,-10,-3,-2,-7,-18
O=C(OCc1ccc(-c2ccccc2)cc1)c1cccc(O)c1,12,-12,-1.5,12,45,-4,17,7,-1,-22
N#CCOC(=O)[C@H](Cc1ccccc1)N1C(=O)c2ccccc2C1=O,0,0,0.3,-1,2,13,13,4,-7,-2
O=C(Cn1cnc2ccccc21)Nc1ccc(C(=O)O)cc1,11,-11,-1.4,2,-2,5,.,.,-2,-8
Cc1cc(C(=O)NC2CCCCCC2)c2ccccc2n1,2,-2,-0.1,-3,-4,11,11,3,3,-3
O=C(Nc1ccccc1N1CCCC1)c1cccc(Cl)c1Cl,-26,26,-0.8,-4,-16,-6,5,-1,-7,-2
CCN(CC)C(=O)Oc1ccc2ccccc2c1Br,-13,13,-9.1,11,51,-8,-2,2,3,4
Cc1cc2ccccn2c1C(=O)Nc1ccccc1,22,-22,0.3,27,20,-6,6,2,-11,-10
CCc1cc2c(SCC(=O)O)ncnc2s1,18,-18,-1.0,1,-5,11,-3,-3,4,-2
O=C(O)COCC(=O)N1CCc2c([nH]c3ccccc23)C1C(F)(F)F (stereo unspecified),55,-55,-1.0,1,-7,-11,-12,6,0,-2
O=[N+]([O-])c1ccc2nc(-c3ccc(Cl)cc3)[nH]c2c1,-59,59,2.5,-6,41,-12,-5,3,-1,2
COc1cccc(/C=N/NC(=O)c2csc(-n3nc(C)cc3C(F)(F)F)n2)c1,16,-16,-1.9,-4,.,-4,5,8,-4,-7
COCCN1C(=O)c2ccc(C(=O)NCc3ccco3)cc2C1=O,27,-28,1.0,-2,-11,6,-11,4,6,-5
CCn1c(SCC(=O)N2CCN(c3ccccc3)CC2)nc2c([nH]c3ccccc32)c1=O,-3,3,1.2,1,-56,-15,-7,1,1,-6
COc1ccc(C(C2C(=O)CC(C)(C)CC2=O)C2C(=O)CC(C)(C)CC2=O)cc1,-2,2,0.4,2,.,-17,-3,1,-1,6
Cc1ccc(NC(=O)C2=COCCO2)cc1S(=O)(=O)N1CCOCC1,12,-12,0.5,-3,-5,2,3,-4,4,-2
N#Cc1cccc(NC(=O)CSc2nnc(C3CC3)n2C2CC2)c1,-13,13,-0.9,1,23,-14,1,0,-4,2
CC(NS(=O)(=O)c1ccc(Cl)cc1)C(=O)OCC(=O)c1ccc[nH]1 (stereo unspecified),-2,2,1.2,-3,4,-17,-2,-8,0,-6
COc1cccc2cc(C(=O)C3=C(O)C(=O)N(CCN4CCOCC4)C3c3ccc(Cl)cc3)oc12 (stereo unspecified),8,-8,-3.2,0,-7,-11,7,-1,7,-2
O=C(/C=C/c1ccc([N+](=O)[O-])cc1)NCc1ccco1,-15,15,-0.4,0,27,4,-3,5,7,0
O=C(C[n+]1cc(-c2ccc(F)cc2)n2c1CCC2)c1cccs1,10,-10,-7.9,-2,.,-23,16,-4,2,-4
O=C(COc1ccccc1[N+](=O)[O-])N/N=C/C=C/c1ccco1,-16,16,0.1,22,.,6,7,3,1,-6
CC(C)(C)c1cc(=O)n2c(nc3ccccc32)[nH]1,17,-17,0.2,-2,33,-7,3,7,-1,2
CC1=NNC(=O)C1CCC(=O)N/N=C/c1c(Cl)cccc1Cl (stereo unspecified),-12,12,-10,-4,-4,10,-10,2,-1,-4
COc1cc(CNC2CCCC2)cc(OC)c1OC,7,-7,-0.9,-1,-10,10,10,6,8,-1
Oc1cccc(NC(=S)Nc2ccc(SC(F)F)cc2)c1,3,-3,-1.8,4,15,-25,1,-7,-2,-13
Cc1nnc(SCCn2c(N3CCCC(C)C3)nc3c2c(=O)n(C)c(=O)n3C)s1 (stereo unspecified),-27,27,-1.8,-1,.,0,2,-2,5,-5
COc1cc(/C=C/C(=O)O)ccc1OCc1ccccc1C#N,18,-18,1.7,-3,1,15,12,3,-3,5
Nc1cc2[nH]c(=O)c3ccccc3c2cc1[N+](=O)[O-],3,-3,-0.5,0,4,-10,-3,-3,-4,10
CSCCC(NC(=O)OC(C)(C)C)C(=O)NC(C(=O)NC(CC(C)C)C(N)=O)C(C)C (stereo unspecified),-18,18,-0.2,-3,8,3,3,1,-2,-3
COc1ccc(-c2nc3ccccc3c(=O)n2O)cc1,8,-8,0.3,6,-6,7,-1,3,-3,-5
NC(=O)c1nc(-c2ccccc2)c(-c2ccccc2)[nH]c1=O,16,-16,0.2,2,0,-1,10,1,7,-3
CSCCC(NC(=O)COc1ccccc1)C(=O)OCCOc1ccc(F)cc1 (stereo unspecified),1,-1,-0.2,17,6,5,-4,0,3,-2
Cc1ccccc1NC(=O)CN1CCC(C(=O)c2ccc3c(c2)OCCO3)CC1,-6,6,-1.6,0,-4,1,4,-4,-3,-13
CCCN(C(=O)c1cn(C)c(=O)c2ccccc12)c1ccccc1C,7,-7,0.9,-1,3,-11,-5,1,10,2
CCN(CC(=O)NCc1cccs1)C(=O)c1ccc(N(C)S(=O)(=O)c2ccc(C)cc2)cc1,1,-1,0.8,-2,-8,12,18,1,0,-4
COc1ccc(S(=O)(=O)N2CCOCC2)cc1NC(=O)c1ccc(OCC(C)C)c(OC)c1,-26,26,-0.6,-1,4,7,22,-3,4,-5
[O-][N+]1=C(c2cccs2)CN(O)C1,7,-7,1.0,-8,14,-20,-4,-2,-5,5
CCOC(=O)c1nn(-c2ccc(F)cc2)c(=O)c2c(N)scc12,-44,44,2.4,-7,-1,-1,4,0,3,-7
COc1cc(C(=O)NCCNc2nc3ccc(C)cc3cc2C#N)cc(OC)c1OC,-9,9,2.4,1,8,9,6,-1,3,-4
C/C(=N\NC(=O)c1ccc(-c2ccccc2)cc1)c1ccco1,-28,28,-0.1,0,32,-1,7,-3,-11,-4
CC(C)c1ccccc1-n1c(SCC(=O)c2ccc3c(c2)NC(=O)CO3)nc2ccccc2c1=O,-19,19,-1.2,-1,-20,-3,2,0,0,2

Next records:
SMILES,SR-BI uptake up,SR-BI HDL uptake,CDK5 p35 inh,Wnt bcat act,MITF TRPM1 HTS,PvdQ inh,Rtt109 Vps75,HTR5A ag ctr,cardiac RTF act,dFosB activator
O=C(NCc1ccccc1)N1CCC(n2cnc3cc(F)ccc32)CC1,-19,19,0.0,-6,3,-13,-3,-2,7,-5
Cc1cc(=O)oc2c3c(cc(OCC(=O)NCc4cccnc4)c12)OC(C)(C)CC3,-70,70,1.2,-1,3,4,-3,7,6,-3
Cc1cc(C)cc(Nc2nc3c([nH]2)c(=O)n(C)c(=O)n3C)c1,0,8,-3.2,-3,34,-16,11,-1,-2,-10
COc1cc(OC)cc(C(=O)N[C@H](C(=O)OCn2nnc3ccccc3c2=O)C(C)C)c1,-10,10,-0.1,0,-10,-16,2,-4,1,-12
CCCCC(CC)CNC(=O)c1[nH]c(C)c(C(C)=O)c1C (stereo unspecified),-32,32,0.3,-2,3,3,13,-1,10,-7
CCCCOc1ccc(C(NC(=O)OCC)NC(=O)OCC)cc1,29,-29,0.2,-3,10,-8,-4,0,3,-3
Cc1c(CCOC(=O)c2ccc(Cl)cc2Cl)sc[n+]1CC(=O)c1ccccc1,-23,23,2.2,8,15,-17,3,0,-2,-7
COc1ccc(C)cc1NC(=S)NNC(=O)c1c(Br)cnn1C,-15,15,2.5,2,5,-6,-14,5,8,-9
COc1ccc(-c2cc(C(F)(F)F)nc(SCC(=O)NCc3cccs3)n2)cc1,-70,?,-3.4,.,9,-23,5,-2,0,15
